HSP90 inh: HSP90 inhibitors, primary screen, cell lysate, luminescence; Heat shock protein HSP 90 (rabbit reticulocyte lysate; luciferase refolding); Rabbit reticulocyte lysate, luciferase refolding luminescence, 3 h; inhibition, % at 5.6 µM; 0.91% of 290,000 active; AID 1789, 2009;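 active means inhibition above the screen-wide mean plus 3 SD, computed separately per campaign, cut at about 16% in these data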;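 further: 0% = DMSO wells and 100% = 60 µM geldanamycin wells; inhibitors lower the luminescence because luciferase stays unfolded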
aSyn 5UTR inh: MLPCN primary screen, SNCA 5' untranslated region | alpha-synuclein 5'UTR reporter, inhibitor activity | 0.82% of 300,000 active | inhibition, % (tested at 7.5 µM) | AID 1813, 2009; in the data active means inhibition above about 60%;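 further: H4 neuroglioblastoma cells stably carrying SNCA 5'UTR luciferase fusion; 0% = DMSO wells and 100% = positive control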
IEC-6 tox: cytotoxicity in IEC-6 intestinal epithelial cells, primary screen, cytotoxicity control for KLF5 inhibitor project, cell-based, luminescence. IEC-6 cytotoxicity, luminescence viability. inhibition, % at 5 µM. 0.78% of 290,000 active. AID 1825, 2009; in the data active means inhibition above about 22%;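 further: 0% = plate median of test compound wells and 100% = cytotoxic reference compound wells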
HSF1 inhib: HSF1 inhibitors in luciferase reporter cells, primary screen, cell-based, NIH3T3, luminescence; activity change, negative = inhibition, % at 7.5 µM (by protocol); 0.77% of 300,000 active; AID 2098, 2009; NIH3T3-HGL HSE-luciferase, MG132-induced, luminescence 8 h; hits give low values;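 active means more than half of replicate wells show activity change below -50%, luminescence cut by over half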;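 further: luciferase reports HSF-1 transcriptional activity via heat shock element; 0% = median of DMSO wells and -100% = zero luminescence signal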
AI-2 QS mod: Vibrio harveyi AI-2 quorum sensing modulators, primary screen, JMH597 strain, luminescence/OD600 ratio | Vibrio harveyi JMH597 AI-2 luminescence/OD600 ratio, 9 h; hits give low values; strain lacks LuxN and CqsS sensors; 0 = neutral-control median | activity change, % at 7.5 µM | 0.4% of 300,000 active | AID 2094, 2009; in the data active means activity change below about -75%, passing the limit was not always enough;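 further: luminescence divided by OD600 gain over 9 h not by final OD600 alone; inactives centre near 13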
GSK3A inh: blockers of GSK3A enzyme activity – biochemical, luminescence, cell-free homogeneous, HTS, primary screen | AID 2650, 2010 | Glycogen synthase kinase-3 alpha (Homo sapiens), P49840 | 0.1% of 320,000 active | GSK-3 alpha kinase, ADP-Glo luminescence, 60 min | inhibition, % at 10 µM;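 in the data active means inhibition above about 50%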;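 further: GST-tagged GSK-3 alpha with peptide substrate and 25 µM ATP; 0% = DMSO neutral wells and 100% = GW8510 positive control wells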
Target sequence (P49840 whole entry, looked up): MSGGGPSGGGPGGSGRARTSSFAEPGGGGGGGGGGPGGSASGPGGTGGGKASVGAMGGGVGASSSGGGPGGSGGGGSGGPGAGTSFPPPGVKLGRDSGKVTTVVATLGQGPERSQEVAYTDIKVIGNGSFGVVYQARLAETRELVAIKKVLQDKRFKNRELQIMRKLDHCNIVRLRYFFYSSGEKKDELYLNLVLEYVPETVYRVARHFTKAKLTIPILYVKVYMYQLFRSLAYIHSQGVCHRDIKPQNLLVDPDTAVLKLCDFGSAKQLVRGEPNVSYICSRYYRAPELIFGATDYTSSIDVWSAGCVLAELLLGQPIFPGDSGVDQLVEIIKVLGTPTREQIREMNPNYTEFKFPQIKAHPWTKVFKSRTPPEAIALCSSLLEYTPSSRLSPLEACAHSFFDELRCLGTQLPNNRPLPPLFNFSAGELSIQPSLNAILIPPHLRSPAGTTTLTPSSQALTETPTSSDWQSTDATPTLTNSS
PolyA inh: polyadenylation inhibitors in yeast reporter cells, primary screen, luminescence, S. cerevisiae; 0.02% of 300,000 active; S. cerevisiae SKY197-pL101 polyadenylation reporter, beta-gal luminescence; efflux-impaired pdr1/pdr3 knockout yeast; score 100 = 6 SD above DMSO; calls only at 12 µM;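 active means lowest replicate activity score at least 50, where 100 means six control SD above control mean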;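 further: yeast exposed to compound for 9 h at 30 °C; higher score means more reporter readthrough which indicates perturbed polyadenylation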
KLF5 inhibitor: KLF5 expression inhibitors, primary screen, DLD-1 cells, luminescence | DLD-1 KLF5 promoter-luciferase reporter | inhibition, % at 5 µM | 0.23% of 290,000 active;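 active means inhibition above a per-plate limit of that plate's mean compound inhibition plus 3 SD, cut at about 60% in these data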;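 further: 0% = DMSO wells and 100% = LY294002 at 200 µM; higher means less KLF5 promoter-driven luciferase light; inactives centre near -14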
GSK3beta inhib: human GSK3beta kinase inhibitors, primary screen, biochemical, cell-free homogeneous, HTS; Glycogen synthase kinase-3 beta (Homo sapiens), P49841; GST-GSK3beta kinase, ADP-Glo luminescence, 60 min; hits give low values; activity score (negative = inhibition), % at 10 µM; 0.038% of 300,000 active;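 active means more than half of replicate wells score below -50%, meaning over 50% inhibition versus plate controls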;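 further: 0% = median DMSO wells and -100% = median GW8510 positive control wells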
Target sequence (P49841 whole entry, looked up): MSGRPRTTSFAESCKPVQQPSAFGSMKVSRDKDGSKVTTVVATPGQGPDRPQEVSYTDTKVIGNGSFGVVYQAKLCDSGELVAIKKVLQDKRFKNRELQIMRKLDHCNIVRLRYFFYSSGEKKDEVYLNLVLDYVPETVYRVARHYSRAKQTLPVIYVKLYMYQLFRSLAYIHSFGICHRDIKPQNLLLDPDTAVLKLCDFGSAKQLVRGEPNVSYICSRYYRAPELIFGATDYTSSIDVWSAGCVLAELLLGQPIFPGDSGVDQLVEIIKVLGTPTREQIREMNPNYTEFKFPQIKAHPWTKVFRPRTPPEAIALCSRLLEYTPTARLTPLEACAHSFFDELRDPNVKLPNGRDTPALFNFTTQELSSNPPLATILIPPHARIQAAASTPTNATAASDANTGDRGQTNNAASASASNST
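Test system: GST-fused GSK3beta enzyme, cell-free | Quantity: 1.6 ng GST-GSK3beta enzyme per well | Reagent: 25 µM ATP with peptide substrate | Schedule: 60 min enzyme reaction, room temperature | Signal: Luminescent ADP-Glo measurement of ADP formed | Read-out basis: Score relative to plate controls | Control set: DMSO and 20 µM GW8510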
HSF-1 act: HSF-1 activators, primary screen, NIH3T3-HGL cells, MG132 stress, luminescence, single point. NIH3T3-HGL HSF-1 luciferase reporter, 8 h; 100% = twice DMSO control signal. activation, % at 9 µM. 1.7% of 300,000 active;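 active means mean replicate activation of at least 50% with a set share of replicates each reaching 50%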;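 further: 0% = median of the neutral control wells and 100% = twice that signal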
Numbers without * were called inactive.

How did CCOc1ccc(NC(=O)C2CSC(c3ccncc3)=N2)cc1 (stereo unspecified) do in these assays?
HSP90 inh: 5; aSyn 5UTR inh: -25; IEC-6 tox: 8; HSF1 inhib: 0; AI-2 QS mod: 0; GSK3A inh: -1; PolyA inh: inactive; KLF5 inhibitor: 18; GSK3beta inhib: 3; HSF-1 act: 16

How did CCCC1Cc2c(sc(NC(=S)NC(=O)c3ccccc3)c2C#N)CO1 (stereo unspecified) do in these assays?
HSP90 inh: 0; aSyn 5UTR inh: -23; IEC-6 tox: 4; HSF1 inhib: 5; AI-2 QS mod: 4; GSK3A inh: -1; PolyA inh: inactive; KLF5 inhibitor: 22; GSK3beta inhib: -2; HSF-1 act: 19

Results for CC(C)N(CCCNC(=O)C1CCN(S(=O)(=O)N2CCOCC2)CC1)Cc1ccccc1 ?
HSP90 inh: 0; aSyn 5UTR inh: -7; IEC-6 tox: 2; HSF1 inhib: -7; AI-2 QS mod: 5; GSK3A inh: -1; PolyA inh: inactive; KLF5 inhibitor: 12; GSK3beta inhib: 1; HSF-1 act: -10

What do the screens show for `CN(c1cccc(NC(=O)CN(c2ccc(Cl)c(Cl)c2)S(=O)(=O)c2ccccc2)c1)S(C)(=O)=O`?
HSP90 inh: -2; aSyn 5UTR inh: 38; IEC-6 tox: 1; HSF1 inhib: 9; AI-2 QS mod: 12; GSK3A inh: -2; PolyA inh: inactive; KLF5 inhibitor: 8; GSK3beta inhib: -1; HSF-1 act: 9

How did CCC1S/C(=C(\C#N)C(=O)NCc2ccco2)N(c2ccc(F)cc2)C1=O (stereo unspecified) do in these assays?
HSP90 inh: 1; aSyn 5UTR inh: 6; IEC-6 tox: -8; HSF1 inhib: 1; AI-2 QS mod: 9; GSK3A inh: 1; PolyA inh: inactive; KLF5 inhibitor: -21; GSK3beta inhib: 1; HSF-1 act: -14

How did CC(=O)OC(C(=O)n1nc(C)cc1C)c1ccccc1 (stereo unspecified) do in these assays?
HSP90 inh: 3; aSyn 5UTR inh: 6; IEC-6 tox: -2; HSF1 inhib: 1; AI-2 QS mod: 22; GSK3A inh: -1; PolyA inh: inactive; KLF5 inhibitor: -6; GSK3beta inhib: 3; HSF-1 act: 2

What do the screens show for `CC(=O)NCCc1ccc(S(=O)(=O)NC2OC(=O)c3ccccc32)cc1` (stereo unspecified)?
HSP90 inh: 3; aSyn 5UTR inh: 5; IEC-6 tox: 3; HSF1 inhib: -3; AI-2 QS mod: 53; GSK3A inh: 0; PolyA inh: inactive; KLF5 inhibitor: -13; GSK3beta inhib: 4; HSF-1 act: 0

How did O=C(O)CNC(=S)N(Cc1ccccc1)Cc1cccs1 do in these assays?
HSP90 inh: -1; aSyn 5UTR inh: 24; IEC-6 tox: 4; HSF1 inhib: 4; AI-2 QS mod: 15; GSK3A inh: -2; KLF5 inhibitor: -6; GSK3beta inhib: -1; HSF-1 act: -6

Results for c1ccc(CSc2n[nH]c(-c3ccco3)n2)cc1 ?
HSP90 inh: -3; aSyn 5UTR inh: -64; IEC-6 tox: 1; HSF1 inhib: 5; AI-2 QS mod: -41; GSK3A inh: -2; PolyA inh: inactive; KLF5 inhibitor: -53; GSK3beta inhib: 5; HSF-1 act: 28

What do the screens show for `CCOc1ccc(NC(=O)N2CCC(n3c(=O)[nH]c4ccccc43)CC2)cc1`?
aSyn 5UTR inh: 10; HSF1 inhib: -25; AI-2 QS mod: 15; GSK3A inh: -1; PolyA inh: inactive; GSK3beta inhib: -5; HSF-1 act: -42

Results for CCCS(=O)(=O)N1CCN(CC2CC3C=CC2C3)CC1 (stereo unspecified) ?
HSP90 inh: -5; IEC-6 tox: -2; AI-2 QS mod: 15; GSK3A inh: 1; KLF5 inhibitor: -7; GSK3beta inhib: -3

How did N#Cc1ccc(C23CC4(C2)[C@H](CN(Cc2ccc(-c5ccccc5)cc2)[C@@H]4c2ccccc2)C3c2ccc(C(F)(F)F)cc2)cc1 (stereo partly specified) do in these assays?
aSyn 5UTR inh: -13; HSF1 inhib: -5; AI-2 QS mod: -3; GSK3A inh: 0; PolyA inh: inactive; GSK3beta inhib: -5; HSF-1 act: -9

How did COc1ccc(-c2sccc2C(C)C(=O)O)cc1 (stereo unspecified) do in these assays?
HSP90 inh: 2; aSyn 5UTR inh: 1; IEC-6 tox: -2; HSF1 inhib: 3; AI-2 QS mod: 30; GSK3A inh: -4; PolyA inh: inactive; KLF5 inhibitor: -15; GSK3beta inhib: -3; HSF-1 act: -13

How did Cc1ccc(C(=O)OCC(=O)NCc2ccc3c(c2)OCO3)s1 do in these assays?
HSP90 inh: -1; aSyn 5UTR inh: 9; IEC-6 tox: 3; HSF1 inhib: -5; AI-2 QS mod: 23; GSK3A inh: 3; PolyA inh: inactive; KLF5 inhibitor: -21; GSK3beta inhib: 1; HSF-1 act: -4

Results for O=C(O)c1cccc(N2C(=O)c3ccc(Oc4ccc(Cl)cc4)cc3C2=O)c1 ?
HSP90 inh: -3; aSyn 5UTR inh: -1; IEC-6 tox: -8; HSF1 inhib: -12; AI-2 QS mod: 37; GSK3A inh: -2; PolyA inh: inactive; KLF5 inhibitor: 3; GSK3beta inhib: 4; HSF-1 act: -12

Results for Cc1ccc(C(=O)Nc2nnc(SCC(=O)N3CCCc4ccccc43)s2)cc1 ?
HSP90 inh: 2; aSyn 5UTR inh: 74*; IEC-6 tox: -4; HSF1 inhib: -18; AI-2 QS mod: 32; GSK3A inh: -3; PolyA inh: inactive; KLF5 inhibitor: -36; GSK3beta inhib: 3; HSF-1 act: -13

How did O=C(OCC(=O)N1CCCc2ccccc21)c1cncc(Br)c1 do in these assays?
HSP90 inh: 0; aSyn 5UTR inh: 6; IEC-6 tox: -1; HSF1 inhib: 8; AI-2 QS mod: 35; GSK3A inh: 2; KLF5 inhibitor: -47; GSK3beta inhib: 0; HSF-1 act: 7

What do the screens show for `CCCCNc1cc(C(=O)O)cc(S(N)(=O)=O)c1Oc1ccccc1`?
HSP90 inh: 2; aSyn 5UTR inh: 2; IEC-6 tox: 4; HSF1 inhib: 8; AI-2 QS mod: 14; GSK3A inh: -2; PolyA inh: inactive; KLF5 inhibitor: 5; GSK3beta inhib: 1; HSF-1 act: 10

How did COc1ccc(NC(=O)N2CCCCCC2)c(OC)c1 do in these assays?
HSP90 inh: -1; aSyn 5UTR inh: 1; IEC-6 tox: -4; HSF1 inhib: 5; AI-2 QS mod: 32; GSK3A inh: -2; PolyA inh: inactive; KLF5 inhibitor: -1; GSK3beta inhib: 0; HSF-1 act: 1

Results for CCC(=O)c1cn(CC(=O)Nc2ccccc2)c2ccccc12 ?
HSP90 inh: -8; aSyn 5UTR inh: 4; IEC-6 tox: 1; HSF1 inhib: -2; AI-2 QS mod: 11; GSK3A inh: -1; PolyA inh: inactive; KLF5 inhibitor: 5; GSK3beta inhib: 0; HSF-1 act: 8

Taken from the results shown, 2 compounds:
Results for Cc1ccc(C(=O)Nc2nnc(SCC(=O)N3CCCc4ccccc43)s2)cc1 ?
HSP90 inh: 2; aSyn 5UTR inh: 74*; IEC-6 tox: -4; HSF1 inhib: -18; AI-2 QS mod: 32; GSK3A inh: -3; PolyA inh: inactive; KLF5 inhibitor: -36; GSK3beta inhib: 3; HSF-1 act: -13

How did O=C(OCC(=O)N1CCCc2ccccc21)c1cncc(Br)c1 do in these assays?
HSP90 inh: 0; aSyn 5UTR inh: 6; IEC-6 tox: -1; HSF1 inhib: 8; AI-2 QS mod: 35; GSK3A inh: 2; KLF5 inhibitor: -47; GSK3beta inhib: 0; HSF-1 act: 7

(list continues)
What do the screens show for `O=c1[nH]c2ccc(NC(=S)Nc3ccc(Cl)cc3Cl)cc2[nH]1`?
HSP90 inh: -1; aSyn 5UTR inh: -43; IEC-6 tox: -1; HSF1 inhib: -5; AI-2 QS mod: 20; GSK3A inh: 5; PolyA inh: inactive; KLF5 inhibitor: -22; GSK3beta inhib: 4; HSF-1 act: 5

How did Cc1nonc1NC(=O)CSc1nnnn1-c1ccccc1 do in these assays?
HSP90 inh: 4; aSyn 5UTR inh: 6; IEC-6 tox: 5; HSF1 inhib: 1; AI-2 QS mod: 10; GSK3A inh: -1; PolyA inh: inactive; KLF5 inhibitor: -41; GSK3beta inhib: 0; HSF-1 act: -19

Results for Cc1cccc(-n2ncc3c2CCCC3NC(=O)CCc2ccncc2)c1C (stereo unspecified) ?
HSP90 inh: -2; aSyn 5UTR inh: 12; IEC-6 tox: -2; HSF1 inhib: -6; AI-2 QS mod: 16; GSK3A inh: 3; PolyA inh: inactive; KLF5 inhibitor: -16; GSK3beta inhib: -2; HSF-1 act: -28

Results for CCCCSC(=S)NC1CCS(=O)(=O)C1 (stereo unspecified) ?
HSP90 inh: 0; aSyn 5UTR inh: -20; IEC-6 tox: -4; HSF1 inhib: -2; AI-2 QS mod: 36; GSK3A inh: -3; PolyA inh: inactive; KLF5 inhibitor: -10; GSK3beta inhib: 1; HSF-1 act: -16

Results for Cc1ccc(-n2ncc3c(NNC(=O)c4ccco4)ncnc32)cc1Cl ?
HSP90 inh: 12; aSyn 5UTR inh: -166; IEC-6 tox: 0; HSF1 inhib: -4; AI-2 QS mod: 29; GSK3A inh: -1; PolyA inh: inactive; KLF5 inhibitor: -21; GSK3beta inhib: 2; HSF-1 act: 0

Results for O=c1cc(O)nc(-c2ccc(Cl)cc2)s1 ?
HSP90 inh: -2; aSyn 5UTR inh: -9; IEC-6 tox: -6; HSF1 inhib: 3; AI-2 QS mod: 31; GSK3A inh: -2; PolyA inh: inactive; KLF5 inhibitor: -11; GSK3beta inhib: 0; HSF-1 act: 5

What do the screens show for `CC1CN(C(=O)COc2ncnc3ccccc23)CC(C)O1` (stereo unspecified)?
HSP90 inh: 2; aSyn 5UTR inh: -10; IEC-6 tox: -12; HSF1 inhib: -8; AI-2 QS mod: 24; GSK3A inh: 0; PolyA inh: inactive; KLF5 inhibitor: -8; GSK3beta inhib: 2; HSF-1 act: -8

What do the screens show for `O=C(Cn1c2ccccc2c(=O)c2ccccc21)Nc1ccccc1F`?
HSP90 inh: 0; aSyn 5UTR inh: 10; IEC-6 tox: 4; HSF1 inhib: 1; AI-2 QS mod: 5; GSK3A inh: 3; PolyA inh: inactive; KLF5 inhibitor: -24; GSK3beta inhib: 0; HSF-1 act: 4

Screening results (PubChem BioAssay)

Not all compounds are listed; the hit share may differ from the screen's.
